GalR3 antag: human GalR3 antagonism; O60755; hit rate 0.44% among 360,000; AID 651719; inhibition, % at 3 µM; HEK293 GalR3-CNG cAMP membrane potential fluorescence; galR3 body fused to GalR1 C-terminus;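 active means inhibition above the screen-wide average plus 3 SD, cut at about 13% in these data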;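 further: forskolin and galanin both at EC90 stimulate the cells; cAMP rise reported by CNG channel membrane potential dye signal; 0% = forskolin plus galanin with DMSO and 100% = forskolin alone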
Target sequence (O60755 1-299 limits assumed): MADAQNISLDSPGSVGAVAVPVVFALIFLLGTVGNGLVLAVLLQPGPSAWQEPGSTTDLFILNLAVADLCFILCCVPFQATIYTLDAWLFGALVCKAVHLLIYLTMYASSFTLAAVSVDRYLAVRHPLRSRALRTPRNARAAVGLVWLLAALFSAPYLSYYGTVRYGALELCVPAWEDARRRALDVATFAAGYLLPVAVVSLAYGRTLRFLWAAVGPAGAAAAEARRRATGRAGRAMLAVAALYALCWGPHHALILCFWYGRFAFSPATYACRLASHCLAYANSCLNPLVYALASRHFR
M4 PAM: positive allosteric modulators of human muscarinic M4 receptor; CHO-K1 hM4/Gqi5, Fluo-8 calcium fluorescence, ACh EC20; 0% = ACh EC20, 100% = maximal ACh; activation, % at 3 µM; hit rate 0.4% among 360,000; P08173;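 active means activation above its plate's cutoff, the mean activation of sample wells plus 3 SD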; further: some results filed as inactive read as strong as hits
Target sequence (P08173 whole entry, looked up): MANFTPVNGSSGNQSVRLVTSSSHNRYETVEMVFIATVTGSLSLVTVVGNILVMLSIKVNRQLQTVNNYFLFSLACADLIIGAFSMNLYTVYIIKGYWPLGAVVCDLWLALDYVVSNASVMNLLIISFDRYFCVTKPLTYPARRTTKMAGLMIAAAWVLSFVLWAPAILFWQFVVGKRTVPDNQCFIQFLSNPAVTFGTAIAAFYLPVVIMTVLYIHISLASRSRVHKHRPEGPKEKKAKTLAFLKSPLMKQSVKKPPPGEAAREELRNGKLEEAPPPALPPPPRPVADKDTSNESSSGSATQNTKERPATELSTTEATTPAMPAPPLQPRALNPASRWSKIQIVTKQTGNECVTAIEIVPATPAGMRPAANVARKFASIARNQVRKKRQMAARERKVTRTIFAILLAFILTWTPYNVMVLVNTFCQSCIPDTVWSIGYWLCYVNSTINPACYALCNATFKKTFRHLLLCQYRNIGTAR
* = called active by the depositor; & = joins results of further samples. This is a subset; count on the stated rates, not on these rows.

Sequence of screens: GalR3 antag | M4 PAM
Cc1cc(C)c2cc(C#N)c(NCCNC(=O)c3ccccn3)nc2c1
    -7 | -4
CCNC(=S)Nc1ccc2c(c1)c(=O)n(C)n2CC=C(C)C
    -2 | -2
CO[C@@H]1CN(C)C(=O)c2ccc(NC(=O)C3CCCC3)cc2OC[C@@H](C)N(Cc2ccc(F)cc2)C[C@H]1C
    -1 | -2
COc1cccc(C(O)c2nc(-c3cnn(C)c3)cs2)c1 (stereo unspecified)
    -5 | 1
Cc1ccc2nc(-c3ccccc3)c(Cc3cccc(Cl)c3)n2c1
    -4 | -7
COc1c(C)cc(C(O)c2ncc(-c3ccc4ccccc4c3)[nH]2)cc1C (stereo unspecified)
    -8 | 8
O=C(NCc1ccccc1Cl)c1csc([C@@H]2O[C@H](CO)[C@@H](O)[C@H]2O)n1
    -5 | 0
COc1ccc(CC(N)c2csc(Nc3nc(C)cnc3C)n2)cc1 (stereo unspecified)
    -4 | 7
Cc1ccccc1S(=O)(=O)NC(=O)C1(C)CCN1C(=O)CC1CCCCC1 (stereo unspecified)
    -7 | -2
O=C(c1ccc(CSc2ccc(Cl)cc2)o1)N1CCOCC1
    -8 | 3
CCOC(=O)C1CCCN(C(=O)c2ccncc2)CC1 (stereo unspecified)
    -6 | 5
OC(c1cccc(Cl)c1)c1nc(-c2csc3ccccc23)cs1 (stereo unspecified)
    -6 | 5
COc1ccccc1C(=O)NCC[N+](C)(C)C
    -2 | 5
CN1C2C=CC(=O)C1C1C(=O)N(c3ccccc3)C(=O)C12 (stereo unspecified)
    -5 | 1
N#Cc1ccc(-c2nc3ccc(Br)cn3c2Cc2cccc(F)c2)cc1
    -4 | -9
Cc1cccc(NC(=O)CNC(=O)[C@H]2O[C@@H](n3cnc4c(N)ncnc43)[C@H](O)[C@@H]2O)c1C
    -5 | -3
O=C1NC[C@H](CCCCN2C[C@H](Cc3ccc(O)cc3)N(CCc3ccccc3)C(=O)C2=O)N(CCc2ccccc2)C1=O
    -4 | 7
CCOC(=O)C1(C)CCN1C(=O)c1ccccc1Br (stereo unspecified)
    -5 | 2
CCCCn1nnnc1C(c1ccccc1)N1CCN(Cc2c(F)cccc2Cl)CC1 (stereo unspecified)
    -7 | 0
COc1cccc(-c2cc(NC=O)c3ncc(-c4cc(OC)c(OC)c(OC)c4)n3c2)c1
    -3 | 2
CCCCCCCCN1C(=O)[C@H](CC(=O)NCCCCc2ccccc2)C[C@@]2(C(=O)OCC)CCCC=C12
    -1 | 1
CN(C)CC(=O)N[C@@H]1CC[C@@H](CC(=O)NCCN2CCCCC2)O[C@@H]1CO
    -1 | 3
O=C(NCc1ccc(F)cc1)c1cc(C2CCCN(C(=O)C3CCCCC3)C2)on1 (stereo unspecified)
    -6 | 11
O=C(NC1CCN(Cc2ccccc2)CC1)c1[nH]c(C(F)(F)F)nc1-c1ccccc1
    1&-5 | -2&4
C=CCNc1ncnc2c1ncn2[C@H]1CN(Cc2ccccc2)C[C@@H](COC(C)=O)O1
    -4 | 4
O=c1c(-c2ccco2)nc2ccccc2n1C(c1ccccc1)c1nc2ccccc2[nH]1 (stereo unspecified)
    -6 | -1
CC1(C(=O)Nc2ccc3c(c2)OCCO3)CCN1C(=O)C1(c2ccc(Cl)cc2)CC1 (stereo unspecified)
    -8 | -12
CCCCc1c(-c2ccccc2OC)ncn1CCc1ccccc1
    -11 | -10
CC(C)CCNC(=O)C1(C)CCN1Cc1ccc(-c2ccccn2)cc1 (stereo unspecified)
    -7 | -7
NC(Cc1ccccc1)c1csc(Nc2ccc(C(F)(F)F)cn2)n1 (stereo unspecified)
    -8 | 8
CCCCn1nnnc1C(c1cc2ccccc2o1)N1CCN(C(=O)OCC)CC1 (stereo unspecified)
    -6 | 5
O=C(NC1CC1)c1cccc(-c2cncc3nccn23)c1
    -4 | -2
CCCNC(=O)C[C@@H]1CC[C@@H]2[C@H](COC[C@H](O)CN2C(=O)c2cc(Cl)cc(Cl)c2)O1
    1 | 3
CCC(=C(c1ccccc1)c1ccc(OCCN(C)C)cc1)c1ccccc1
    4 | 0
CC1(c2nc3ccccc3[nH]2)CCC(=O)N1Cc1ccccn1 (stereo unspecified)
    -3 | -6
CC1(C(=O)NS(=O)(=O)c2cccs2)CCN1C(=O)Cc1ccc(-c2ccccc2)cc1 (stereo unspecified)
    -2 | 1
CCCCNC(=O)c1nc(-c2cccnc2OC)oc1-c1ccc(Cl)cc1
    -5 | 5
CC(=O)[C@@]1(O)Cc2c(O)c3c(c(O)c2[C@H](O[C@H]2C[C@H](N)[C@H](O)[C@H](C)O2)C1)C(=O)c1ccccc1C3=O
    -6 | 0
N#CCCN(Cc1ccccc1)C(CCc1ccccc1)C(=O)NC1CCCCC1 (stereo unspecified)
    -7 | -14
O=C(NCCN1CCC(n2c(=O)[nH]c3ccccc32)CC1)c1cccc(Cl)c1
    -9 | 7
OC[C@@H]1CN(Cc2ccco2)C[C@H](n2cnc3c(NCc4ccncc4)ncnc32)O1
    -4 | 10
COc1ccc(C(O)c2ncc(-c3ccccc3F)[nH]2)cc1 (stereo unspecified)
    -7 | -2
CC(C)(C)Cc1c(-c2cccc(Br)c2)nc2ccc(Br)cn12
    3 | -14
CCCCC1Cc2[nH]c(=S)[nH]c(=O)c2C(c2ccc3ccccc3c2)O1 (stereo unspecified)
    -1 | 0
Cc1ccc(F)cc1C(=O)N1CCCCC1c1cc(C(=O)Nc2ccc(F)c(Cl)c2)no1 (stereo unspecified)
    -8 | -5
CCCCn1nnnc1C(c1cc2ccccc2o1)N(C)Cc1ccc(Cl)cc1 (stereo unspecified)
    -5 | -10
CCCNC(=O)C1(C)CCCN(C(=O)c2cccc(OC(C)=O)c2C)C1 (stereo unspecified)
    -1 | 2
O=C1C(=Cc2cccc(Cl)c2)Cc2ccccc21
    -7 | 2
COc1ccc(NC(=O)C2(C)CCN2CC2CCCCC2)cc1OC (stereo unspecified)
    -7 | -2
COCCCN1C(=O)C(CC(=O)NCCN2CCOCC2)CC(C(=O)N2CCOCC2)=C1C (stereo unspecified)
    -9 | 5
CCCS(=O)(=O)NC(=O)C1(C)CCCN(C(=O)c2cccc(OC(F)(F)F)c2)C1 (stereo unspecified)
    -3 | 3
COc1ccc(S(=O)(=O)N2CCC[C@H]2C(=O)N2CCC[C@H]2C(=O)N(C)Cc2ccccc2)cc1C
    4 | -1
CCCS(=O)(=O)NC(=O)C1(C)CCCN(C(=O)c2ccc(OC)cc2)C1 (stereo unspecified)
    2 | 1
CCc1nc2ccc(C(=O)N3CCN(C(=O)c4ccco4)CC3)cn2c1N(CC)Cc1cccc(Br)c1
    -7 | -7
CC1(c2nnnn2-c2ccc3c(c2)OCCO3)CCC(=O)N1CCc1ccc(O)cc1 (stereo unspecified)
    -7 | 3
CC(=O)c1cccc(-c2ccc3c(c2)C(C)(Cc2ccccc2C#N)C(=O)N3)c1 (stereo unspecified)
    -10 | 2
Cn1c(NCC2CCCCC2)nc2cc(-c3ccsc3)sc2c1=O
    -7 | -4
COc1ccc(C(=O)C[C@@H]2OC[C@H](C)N2S(=O)(=O)c2ccc(C)cc2)cc1OC
    -6 | 1
Cc1cccc(C)c1-n1nnnc1C1(C)CCC(=O)N1CCc1ccc(O)cc1 (stereo unspecified)
    -6 | 1
CCCCNC(=O)C1(C)CCCCN1C(=O)c1ccc2sccc2c1 (stereo unspecified)
    -2 | -4

Additional records follow.
Sequence of screens: GalR3 antag | M4 PAM
C[C@@H](c1ccccc1)N1C[C@@H](COCc2ccccc2)Oc2cc(N3CCC[C@H]3CO)ccc2S1(=O)=O
    -2 | -7
COc1ccc(-c2ccc(C(=O)N3CCOCC3)c3occc23)c(C)c1
    -6 | -7
O=C(NC1CCCC1)C(c1ccc(F)cc1)N1CCC(O)(c2ccc(Cl)cc2)CC1 (stereo unspecified)
    -5 | -10
CN(Cc1cn(Cc2ccccc2)nn1)C1CN(Cc2cn(Cc3ccccc3)nn2)S(=O)(=O)C1 (stereo unspecified)
    -5 | 6
C[C@H]1COc2cc(N3CCSCC3)ccc2S(=O)(=O)N1
    -6 | 7
CCCCC[C@H](C)N1C[C@@H](COCc2ccccc2)Oc2cc(N3CC[C@H](O)C3)ccc2S1(=O)=O
    -4 | 0
COCCNC(=O)C1(C)CCCN(C(=O)c2ccc(C(F)(F)F)cc2)C1 (stereo unspecified)
    -7 | 5
COCOc1ccc(-c2ncc(OCCN3CCCC3=O)nc2NC(=O)c2cc3ccccc3s2)cc1
    -4 | -5
CC1(C(=O)O)CCN1C(=O)c1cccc(OC(F)(F)F)c1 (stereo unspecified)
    -7 | 4
O=C1c2ccccc2C(c2nnnn2-c2ccc3c(c2)OCCO3)N1Cc1cccs1 (stereo unspecified)
    -1 | -3
CCNC(=O)C1(C)CCN(C(=O)c2cccnc2SC)C1 (stereo unspecified)
    -7 | 5
CN(C)C1CN(Cc2cn(Cc3ccccc3)nn2)S(=O)(=O)C1 (stereo unspecified)
    -5 | 7
Cc1ccc(OCc2nc3ccccc3n2C(C(=O)NC(C)(C)C)c2ccccc2)cc1 (stereo unspecified)
    -11 | -6
OC(c1ccc(F)c(F)c1)c1ncc(-c2ccc(F)cc2)[nH]1 (stereo unspecified)
    -7 | 10
C[C@@H]1CCCCO[C@H](CN(C)C(=O)Nc2ccc(C(F)(F)F)cc2)[C@@H](C)CN([C@H](C)CO)C(=O)c2cc(NC(=O)Nc3ccc4c(c3)OCO4)ccc2O1
    -7 | 0
O=C1Nc2ccccc2CN2C(=O)c3cc(Cl)ccc3NC(=O)C12 (stereo unspecified)
    -4 | 4
Cc1nc(C(F)(F)F)ccc1C(=O)N1CCC1(C)C(=O)NS(=O)(=O)c1cccc(C#N)c1 (stereo unspecified)
    -5 | 0
CNc1cncc(-c2cnn(CC(C)C)c2)n1
    -4 | 5
COC(=O)[C@@]12C[C@@H](CC(=O)N3CCC(c4ccccc4)CC3)C(=O)N(Cc3ccccc3)C1=CCC(C)(C)C2
    1 | -6
COc1cc(NC(=O)c2ccc(-c3c(C)noc3C)c3ccoc23)cc(OC)c1OC
    1 | -3
Cc1cscc1-c1ccc(C(=O)Nc2c(C)cccc2C)o1
    -3 | -1

Compound activity as filed in PubChem BioAssay.
